TAG inh – triacylglycerol accumulation inhibition | H9c2 cells, Nile Red lipid (TAG) fluorescence; cells loaded with 200 µM oleic acid | 0.66% of 230,000 active | inhibition, % at 12.5 µM;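 active = pattern-corrected inhibition of lipid staining of at least 50% with the nuclear-stain viability signal not falling by more than 50%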;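 also: 0% = DMSO wells and 100% = triacsin C control wells; some results filed as inactive read as strong as hits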
TAG inh DAPI viability – recorded beside TAG inh, whose call it bears; DAPI nuclei signal change (viability), lower = more cytotoxic, %;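 whole-well DAPI fluorescence read on a plate reader as a viability signal; minus 50 percent equals half of cells still viable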
Active calls of the source: *; i = inactive.

SMILES	TAG inh	TAG inh DAPI viability
CN(C)CCn1c(C(=O)O)cc2ccccc21	15	0
COc1ccccc1C1=NOC(C)(c2sc(-c3ccccc3)nc2C)C1 (centres undefined)	-27	-3
O=c1oc2cc(Br)ccc2n1Cc1ccccc1	9	-4
NC(=O)CCCSc1nc2ccccc2[nH]1	5	-9
O=C(/C=C/c1ccccc1)c1c[nH]c2ccccc12	0	1
Nc1cc(N)nc(SCC(=O)N2CCCCC2)n1	-12	8
CNNC(=S)Nc1cccc(C(F)(F)F)c1	8	-1
Cc1cc(C)nc(N/N=C2/CCCC/C2=C\c2ccccc2)n1	20	-8
O=C(Cn1cnc2scc(-c3cccc([N+](=O)[O-])c3)c2c1=O)NCc1ccco1	7	-1
CSC1=NCCN1C(=O)Cc1cccs1	3	8
CC1CCC2(CC1)C(Nc1cccc(Cl)c1)=NC(=S)N2CC#N (centres undefined)	-10	8
CCCCN1C(=O)C(CC(=O)NCCCCc2ccccc2)CC(C(=O)N2CCOCC2)=C1C (centres undefined)	8	5
CCOc1ccc(/C=N/NC(=O)C2CCCC2)c(OCC)c1	8	-7
CCCN(CC(=O)Nc1ccccc1C)C(=O)c1ccc(-c2ccc(C(C)=O)cc2)o1	6	0
CCOC(=O)C1=CN(Cc2ccco2)S(=O)(=O)N(C)C1CC (centres undefined)	-9	0
CCSc1nnc(NC(=O)c2cccnc2Cl)s1	18	-10
O=C(c1cc2ccccc2o1)c1nc2c(n1O)CCCCC2	-2	1
CCCc1c(C)[nH]c2ccc(C(=O)O)cc2c1=S	14	-3
CC(C)NC(=O)CSc1ncccc1-c1nc2ccccc2[nH]1	1	-5
Cc1nc(NC(=O)CCN2C(=O)C3CC=CCC3C2=O)sc1C (centres undefined)	10	-1
COc1ccc(Cl)cc1NC(=O)CN(C)C(=O)c1cc2c(s1)CCC(C)C2 (centres undefined)	-34	8
CC1CCC2(CC1)NC(=O)N(CC(=O)NCCc1c[nH]c3ccccc13)C2=O (centres undefined)	-4	-2
Cc1ccc(OCC(=O)Nc2ccc3c(c2)OC(F)(F)O3)c([N+](=O)[O-])n1	3	8
COc1ccc(Cc2nc3ccc(C(=O)N4CCC[C@H]4CO)cc3o2)cc1	18	-3
CCCn1c(SCC(=O)N2CCN(S(=O)(=O)c3ccc(Cl)cc3)CC2)n[nH]c1=O	-4	-2

Reprinted from the part before: seven entries, followed by the next part.
SMILES	TAG inh	TAG inh DAPI viability
CC(C)NC(=O)CSc1ncccc1-c1nc2ccccc2[nH]1	1	-5
Cc1nc(NC(=O)CCN2C(=O)C3CC=CCC3C2=O)sc1C (centres undefined)	10	-1
COc1ccc(Cl)cc1NC(=O)CN(C)C(=O)c1cc2c(s1)CCC(C)C2 (centres undefined)	-34	8
CC1CCC2(CC1)NC(=O)N(CC(=O)NCCc1c[nH]c3ccccc13)C2=O (centres undefined)	-4	-2
Cc1ccc(OCC(=O)Nc2ccc3c(c2)OC(F)(F)O3)c([N+](=O)[O-])n1	3	8
COc1ccc(Cc2nc3ccc(C(=O)N4CCC[C@H]4CO)cc3o2)cc1	18	-3
CCCn1c(SCC(=O)N2CCN(S(=O)(=O)c3ccc(Cl)cc3)CC2)n[nH]c1=O	-4	-2
CN(CC(=O)Nc1ccc(S(=O)(=O)N2CCCC2)cc1)CC(=O)Nc1ccc(F)c(F)c1F	2	0
O=C1CCCc2nc(N3CCN(C(c4ccccc4)c4ccccc4)CC3)ncc21	23	-2
O=c1cc(N2CCCCC2)c(-c2ccccc2)nn1Cc1ccc(Cl)cc1Cl	24	-15
O=C(COc1ncnc2ccccc12)NC1CCS(=O)(=O)C1 (centres undefined)	-6	-7
Cc1cc(F)ccc1S(=O)(=O)N1CCCCC1CCNC(=O)C(=O)NCCN1CCOCC1 (centres undefined)	-9	8
CCCN(CCC)CCNC(=O)CCC(=O)Nc1ccc2nc(N3CCN(C)CC3)cc(C)c2c1	2	76
CCCCn1c(=O)c(C(C)=O)c(O)c2ccccc21	-17	-6
CCCCn1c(N)c(N(CCOC)C(=O)CCNC(=O)c2ccc(Cl)cc2)c(=O)[nH]c1=O	0	-1
Cc1c(Cl)cccc1NC(=S)N1CCN(C(=O)c2ccco2)CC1	4	0
CC(=O)c1ccc(S(=O)(=O)NC2CC(=O)N(c3ccc4c(c3)OCCO4)C2)cc1 (centres undefined)	7	-3
O=C(c1c[nH]c2ccccc12)N1CCOCC1	-22	-1
Cc1ccc2c(cnn2C(=O)CCCC(=O)NCc2ccc(F)cc2)c1	-3	8
COc1ccc(Cc2nc(-c3ccc(-n4cccc4)cc3)no2)cc1OC	-23	2
CCN(CC)C(=O)c1cn(CCC#N)nc1-c1ccc2c(c1)OCCO2	-5	6
Cc1cccc(OCC(=O)Nc2ccc3nc(C)sc3c2)c1	14	-6
CN(CC(=O)Nc1ccccc1Cl)C(=O)c1ccc(N2C(=O)CCC2=O)cc1	4	0
COc1cc(SC)ccc1C(=O)NCCCn1ccnc1	-13	6
COc1ccc(C(=O)N2CCCC(c3cc(C(=O)NCc4cccnc4)no3)C2)cc1 (centres undefined)	-3	-8
CC(C)=CC1C(C(=O)Nc2ccc(S(=O)(=O)N3CCOCC3)cc2)C1(C)C (centres undefined)	-35	-6
C/C(=N\NC(=O)C1CC1)c1ccccc1Br	-14	5
NC(=O)c1ccc[n+]([C@H]2O[C@@H](COP(=O)([O-])OP(=O)(O)OC[C@H]3O[C@@H](n4cnc5c(N)ncnc54)[C@H](O)[C@@H]3O)[C@H](O)[C@@H]2O)c1	-9	5
COC(=O)c1c(NC(=O)C(C)(C)C)sc2c1CCN(Cc1ccccc1)C2	23	-9
Brc1ccc(C2NCCS2)cc1 (centres undefined)	0	-4
CC(=O)c1sc(NC(=O)c2cccc(N3C(=O)CCC3=O)c2)nc1-c1ccccc1	16	12
CC1CCCC(C)N1C(=O)CSc1nnnn1-c1cccc2c1CCCC2 (centres undefined)	24	2

Taken from above:
For TAG inh, O=C(/C=C/c1ccccc1)c1c[nH]c2ccccc12 is entered as 0
For TAG inh DAPI viability, NC(=O)CCCSc1nc2ccccc2[nH]1 is entered as -9
For TAG inh, Cc1ccc2c(cnn2C(=O)CCCC(=O)NCc2ccc(F)cc2)c1 is entered as -3

(cont.)
SMILES	TAG inh	TAG inh DAPI viability
CCS(=O)(=O)c1nc(S(=O)(=O)c2ccc(Cl)cc2)c(NCCOC)s1	0	-11
O=S(=O)(Nc1ccc(Cl)cc1NS(=O)(=O)c1ccccc1)c1ccccc1	1	0
O=C1c2ccccc2C(Nc2ccc3nc(-c4cccnc4)[nH]c3c2)N1Cc1ccco1 (centres undefined)	9	2
COc1cccc(C(=O)NCCSc2ccc(Br)cc2)c1	-32	10
CCOC(=O)N1CCc2c(sc3nc[nH]c(=O)c23)C1	-6	6
Cc1cc(C)c(S(=O)(=O)NCc2ccc3c(c2)cc(C)n3C)c(C)c1	-8	-16
CC1=C(C(=O)OCC(Cl)(Cl)Cl)N2C(=O)C(NC(=O)Cc3ccccc3)C2SC1 (centres undefined)	9	5
COc1cc(/C=N/NC(=O)c2cccc3ccccc23)cc(OC)c1O	13	-32
Cc1cc(C)c(C)c(S(=O)(=O)N2CCN(c3ccc(O)cc3)CC2)c1C	0	-9
O=C(Cc1cccs1)NCc1ccco1	16	-9
C/C(=N\NC(=S)NCc1ccccc1)c1ccccc1	-8	-4
O=C1CCCCC1(O)Cc1ccc2c(c1)OCO2 (centres undefined)	-8	2
COc1ccc(S(=O)(=O)N(C)c2ccc(C(=O)NC3CC3)cc2)cc1	10	6
COc1cc(/C=C2\C(=O)N(c3ccccc3)N=C2C)ccc1Oc1ccc([N+](=O)[O-])cc1[N+](=O)[O-]	-9	8
COc1ccccc1-c1cccc([C@@H]2C[C@H]3[C@H](CON3C)CN2Cc2ccccc2)c1	-29	-6
COc1ccc(C(NC(=O)CN2C(=O)NC3(CCc4ccccc43)C2=O)c2ccc(OC)cc2)cc1 (centres undefined)	12	-10
O=C1CCC(=O)N1c1ccc(S(=O)(=O)Nc2cccc([N+](=O)[O-])c2)cc1	13	4
Cc1ccc(CNS(=O)(=O)c2ccc(-n3cccn3)cc2)cc1	-4	3
COc1ccc(C(=O)NCCNC(=O)c2ccc(OC)cc2)cc1	22	16
O=C(Nc1ccc(Cc2ccc(NC(=O)C3CC3)c(O)c2)cc1O)C1CC1	-13	7
Cc1nc(C(=O)NNC(=O)c2c(-c3c(Cl)cccc3Cl)noc2C)cs1	-6	-1
COc1ccccc1C(c1nnnn1C(C)(C)C)N1CCN(Cc2ccncc2)CC1 (centres undefined)	5	-3
COc1ccc(N2CCN(C(=O)CN3CCN(c4nc(-c5ccc(F)cc5)cs4)CC3)CC2)cc1	-1	9
CCN1CCN(C(c2cccs2)C(C)NS(=O)(=O)c2ccc(F)cc2)CC1 (centres undefined)	5	10
O=C(COc1ccc2oc(-c3ccco3)cc(=O)c2c1)N1CCCCC1	2	30

Shown with each value named: 3 of the compounds above
COc1cc(/C=N/NC(=O)c2cccc3ccccc23)cc(OC)c1O
  TAG inh: 13 | TAG inh DAPI viability: -32
Cc1cc(C)c(C)c(S(=O)(=O)N2CCN(c3ccc(O)cc3)CC2)c1C
  TAG inh: 0 | TAG inh DAPI viability: -9
O=C(Cc1cccs1)NCc1ccco1
  TAG inh: 16 | TAG inh DAPI viability: -9

Continued:
SMILES	TAG inh	TAG inh DAPI viability
N#CCC(=N)N1CCN(c2cccc(Cl)c2)CC1	7	14
O=C(CCCN1C(=O)C2CC=CCC2C1=O)Nc1ccccc1F (centres undefined)	-6	4
O=C(COc1cc(F)ccc1[N+](=O)[O-])Nc1cccc(Br)c1	0	0
COc1ccnc(CSC(N)=Nc2ccc(F)cc2)c1	8	1
CC(=O)Nc1cccc(NC(=O)CSc2nc(=O)n3cccc(C)c3n2)c1	2	-4
CC(OC(=O)c1ccc2c(c1)NC(=O)CS2)C(=O)c1ccc(F)cc1 (centres undefined)	6	-12
COc1cccc(/C=N/NC(=O)CN(C2=NS(=O)(=O)c3ccccc32)c2ccccc2)c1	-8	-6
Cc1cc(C)c2nc(-c3cccc(Cl)c3)c(C)c(C(=O)N3CCOCC3)c2c1	-10	-2
N/C(Cc1ccc([N+](=O)[O-])cc1)=N\OC(=O)Cc1ccccc1	-15	-5
O=C(Nc1cccc2ccccc12)c1ccc2sc([C@@H]3O[C@H](CO)[C@@H](O)[C@H]3O)nc2c1	1	-12
Clc1ss/c(=N\c2ccccn2)c1Cl	-4	3
O=C(O)CC(C(=O)N(c1ccccc1)c1ccccc1)N1CCOCC1 (centres undefined)	7	-3
CC(=O)c1cccc(OCc2cc(C(=O)N(C)CCc3cnn(C)c3)no2)c1	-16	13
Cc1ccc2oc(-c3cccc(NC(=O)c4ccc(Br)o4)c3)nc2c1	-8	6
CC(C)(O)C#Cc1ccc(CN2CCCC(CNC(=O)c3ccco3)C2)cc1 (centres undefined)	-30	4
COc1ccc(-c2cc(NC=O)c3ncc(-c4cccc(C(C)=O)c4)n3c2)cc1	-3	3
CC(=O)c1ccc(-c2cccs2)s1	-10	i

Not all compounds are listed. The share of hits here may be higher or lower than overall.
